# 12-LOX inh = inhibitors of human 12S-lipoxygenase ALOX12 | Potency, µM (titrated, usually from 108 µM), for the others: at the highest dose activity change, negative = inhibition, most hits filed as inhibitors | purified 12hLO, xylenol orange hydroperoxide absorbance | 580,000 tested, 1.1% active | P18054; active = well fitted inhibition curve with a large enough effect; inconclusive = small, poorly fitted or top-dose-only effect, or another doubt; inactive = no such curve, though single readings can be large or run the other way; note: potency is the fitted concentration of half-maximal effect
# Target sequence (P18054 whole entry, looked up): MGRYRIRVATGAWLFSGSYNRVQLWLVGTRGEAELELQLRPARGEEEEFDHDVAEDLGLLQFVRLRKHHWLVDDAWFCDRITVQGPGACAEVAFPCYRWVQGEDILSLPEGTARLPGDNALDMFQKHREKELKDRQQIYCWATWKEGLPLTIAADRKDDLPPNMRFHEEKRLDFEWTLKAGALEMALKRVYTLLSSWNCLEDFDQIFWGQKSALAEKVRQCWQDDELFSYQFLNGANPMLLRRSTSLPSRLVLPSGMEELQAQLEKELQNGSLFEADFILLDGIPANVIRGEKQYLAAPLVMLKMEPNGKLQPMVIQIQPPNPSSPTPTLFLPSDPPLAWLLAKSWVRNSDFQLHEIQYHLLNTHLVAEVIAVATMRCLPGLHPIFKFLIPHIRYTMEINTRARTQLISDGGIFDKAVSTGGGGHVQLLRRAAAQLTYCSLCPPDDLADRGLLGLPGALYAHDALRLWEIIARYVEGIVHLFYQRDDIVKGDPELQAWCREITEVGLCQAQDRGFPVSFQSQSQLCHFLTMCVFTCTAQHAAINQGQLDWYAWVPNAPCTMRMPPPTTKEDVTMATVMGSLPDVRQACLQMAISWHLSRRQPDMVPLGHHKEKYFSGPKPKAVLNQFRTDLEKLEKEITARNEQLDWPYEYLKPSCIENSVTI
#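 Purified human 12hLO (150 nM final) in 25 mM Hepes, 0.01% Triton X-100, pH 7.0 was preincubated 15 min at room temperature with compound. Then 40 uM arachidonic acid was added, 30 min. Hydroperoxide was read by Fe-XO absorbance ratio 573/405 nm.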
# LDHA block = blocks human lactate dehydrogenase A. purified LDHA, NADH/diaphorase-resazurin fluorescence; active compounds read low. activity change, % (values are at about 110 or 230 µM). 480,000 tested, 0.15% active; in the data active = activity change below about -30%; inconclusive = mostly about -25% to -30%;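 note: plate controls were DMSO wells for no effect and wells without enzyme for full effect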
#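 Human LDH5 at 2 nM final in Tris HCl pH 7.4 with 0.06 mM NADH and 0.2 mM pyruvate, reacted 5 minutes at room temperature. Remaining NADH coupled via diaphorase/resazurin; resorufin fluorescence read at 0 and 20 minutes, normalized to enzyme-free and DMSO wells.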
# Active calls of the source: *; ? = inconclusive; [ ] = another dose, or the depositor's remark. Unless noted, % is set by controls: 0 for no effect and ±100 for the full control effect. These rows are one share of the data; count on the stated rates, not on these rows.
SMILES,12-LOX inh,LDHA block
O=C(NCc1ccccc1)c1nn(-c2ccccc2)c(=O)c2ccccc12,8%,-4
c1ccc(Oc2ncnc3scc(-c4ccc(-c5ccccc5)cc4)c23)cc1,?,2
O=C(O)C/C(=C/c1cccc(/C=C(/CC(=O)O)c2nc3ccccc3o2)c1)c1nc2ccccc2o1,-23%,-2
Cc1ccc(N2CCN(C(=O)C(=O)c3cccc([N+](=O)[O-])c3)CC2)cc1,-17%,-3
Cc1ccc(C)c(NC(=O)CCCc2ccccc2)c1,-2%,3
Cc1n[nH]c(C)c1/C=C/C(=O)c1cccc(Br)c1,9%,3
COc1ccc(C(NC(=O)Cc2ccccc2)c2nccc3cc(OC)c(OC)cc23)cc1OC (stereo unspecified),?,15
Cc1ccc(/C=N/NC(=O)c2cccs2)cc1,0%,7
O=S(=O)(N1CC=C(c2c[nH]c3cc(F)ccc23)CC1)N1CCCCCC1,16µM*,13
CC(Oc1ccc(Cl)cc1)c1nc(-c2ccc(Cl)cc2)no1 (stereo unspecified),-28%,1

# Entries shown so far that contain an NH in an aromatic ring:
SMILES,12-LOX inh,LDHA block
Cc1n[nH]c(C)c1/C=C/C(=O)c1cccc(Br)c1,9%,3
O=S(=O)(N1CC=C(c2c[nH]c3cc(F)ccc23)CC1)N1CCCCCC1,16µM*,13

# Going on with the list.
SMILES,12-LOX inh,LDHA block
CCCC(C)c1nnc(NC(=O)C2CCN(C(=O)c3ccccc3F)CC2)s1 (stereo unspecified),?,-5
CC(C)(C)NC(=O)NC(=O)CSc1nnc(-c2ccccc2)c(-c2ccccc2)n1,?,-15
CNC(=O)COC(=O)c1cc(-c2cccs2)nc2ccccc12,-48%,0
C/C=C/C=C/C(=O)Nc1sccc1C#N,-27%,-4
CCOC(=O)c1cccc(OCC(O)Cn2c(=O)c3ccccc3n3nc(C)cc23)c1 (stereo unspecified),-1%,-1
COc1ccccc1OCC(=O)Nc1ccc2c(=O)c3cccc(Cl)c3oc2c1,-1%,0
CCOC(=O)C1=C(C)OC(N)=C(C#N)C1c1cccc(C(F)(F)F)c1 (stereo unspecified),?,-5
O=C(O)c1ccc2c(c1)oc1ccccc12,8%,4
CCOc1ccc(S(=O)(=O)N(CC)CC)cc1NC(=O)C1CCN(c2ccc(C#N)cn2)CC1,13%,11
O=C1Nc2cc(Cl)c(Cl)cc2N(O)N1c1c(F)cccc1F,-2%,-2
CCOC(=O)c1ccc(NC(=O)Cn2nc3c(cc2=O)CC(C)CC3)cc1 (stereo unspecified),-2%,10
COc1ccc(C(=O)Oc2cccc(OC(=O)c3ccc(OC)cc3)c2)cc1,0%,3
CCc1ccc(C(=O)c2sc(Nc3ccc(OC)cc3)c(C(N)=O)c2N)cc1,?,-18
Cc1cc(NC(=O)C(C)(C)C)cc(-c2nc3ccccc3o2)c1O,12%,-10
CCOC(=O)c1c(NC(=O)c2nc3nc(C)cc(C(F)F)n3n2)sc2c1CCC(CC)C2 (stereo unspecified),13%,-20
CC(C)c1cccc(C(C)C)c1NC(=O)c1nn(C)c(=O)c2ccccc12,3%,5
COC(=O)[C@@]12C[C@@H](CC(=O)N3CCC(c4ccccc4)CC3)C(=O)N(Cc3ccco3)C1=CCC(C)(C)C2,-15%,-3
CCCC(=O)Nc1ccc(-c2csc(NC)n2)cc1,?,6
O=C1CCCC2=C1C(c1ccccc1Cl)CC(=O)N2c1ccccc1F (stereo unspecified),-4%,2
COc1ccc(C(=O)Nc2ccccc2N2CCCCC2)cc1S(=O)(=O)NC(C)C,-4%,9
NS(=O)(=O)c1ccc(NS(=O)(=O)c2ccc(NC(=O)c3ccccc3[N+](=O)[O-])cc2)cc1,-16%,1
Cc1ccc(N2C(=O)CN(S(=O)(=O)c3ccccc3)CC2(C)C(=O)NCCC(C)C)cc1C (stereo unspecified),0%,-11
C/C(Cl)=C\Cc1c(C)nc2c(C)cccc2c1Cl,4%,10
COc1ccc2c(C)c(CC(=O)NCc3ccccc3)c(=O)oc2c1C,-2%,-1
CC1CCN(C(=O)C(=O)N2CCN(c3nc(-c4ccco4)c4c(c3C#N)CC(C)(C)OC4)CC2)CC1,14µM*,14
CCN(CC)CCOc1ccc(NC(=O)c2nn(C)c(=O)c3ccccc23)cc1,53%[activator],-2
O=C(Nc1ccc(F)cc1)C1CC(=O)N(Cc2ccccn2)c2nc3ccccc3n21 (stereo unspecified),5%,-4
Cc1nc(-c2ccc(S(=O)(=O)Nc3ccc(F)c(F)c3)cc2)co1,-6%,-2
CNC(=O)c1ccc(CNCc2ccco2)cc1,-16%,2
NC(=O)C1CCN(C(=O)c2cc3ccccc3[nH]2)CC1,21%,-1
CCc1cccc2c(/C=C(/C#N)c3nc4cc(C)c(C)cc4[nH]3)c[nH]c12,15%,21
CC(=O)Nc1cc(C(=O)NCCC2=CCCCC2)ccc1Sc1ccc(C)cc1,?,1
CCc1cccc(NC(=O)Cc2n[nH]c(=O)c3ccccc23)c1,14%,0
Cc1cccc(-n2ncc3c(NC4CCCCCC4)ncnc32)c1,?,0
Cc1nc(/C=C/C(=O)NC(C)C23CC4CC(CC(C4)C2)C3)cs1 (stereo unspecified),?,3
CCCc1nc(N2CCN(CC(=O)N3CCC(C)CC3)CC2)c(C#N)c2c1CCC2,8%,11
c1cncc(-c2[nH]ncc2CNCc2cccs2)c1,7.1µM*,-19
COC(=O)c1cc(-c2ccc(F)cc2)nc2onc(C)c12,-22%,-3
COc1ccc(NC(=O)c2nn(C)c(=O)c3ccccc23)cc1OC(F)F,12%,1
CCNC(=O)COC(=O)c1c(C)c(CC)nc2ccccc12,-15%,8

# Ordered by formula weight (rising): 3 of the compounds above
SMILES,12-LOX inh,LDHA block
c1cncc(-c2[nH]ncc2CNCc2cccs2)c1,7.1µM*,-19
COc1ccc(NC(=O)c2nn(C)c(=O)c3ccccc23)cc1OC(F)F,12%,1
CCCc1nc(N2CCN(CC(=O)N3CCC(C)CC3)CC2)c(C#N)c2c1CCC2,8%,11

# Retrieved one by one from the entries so far (4):
SMILES,12-LOX inh,LDHA block
COC(=O)c1cc(-c2ccc(F)cc2)nc2onc(C)c12,-22%,-3
CCc1cccc(NC(=O)Cc2n[nH]c(=O)c3ccccc23)c1,14%,0
CCc1cccc2c(/C=C(/C#N)c3nc4cc(C)c(C)cc4[nH]3)c[nH]c12,15%,21
Cc1nc(/C=C/C(=O)NC(C)C23CC4CC(CC(C4)C2)C3)cs1 (stereo unspecified),?,3

# Going on with the list:
SMILES,12-LOX inh,LDHA block
COc1ccc2c(c1)c(=O)c(S(=O)(=O)c1ccc(C)cc1)cn2C,6%,-3
CCc1ccc(NC(=O)COC(=O)C2CC(=O)N(c3ccc(Br)cc3)C2)cc1 (stereo unspecified),-3%,10
Cc1oc(-c2ccccc2)nc1CC(=O)N(C)CC(=O)Nc1ccc(OC(F)(F)F)cc1,?,15
Cc1ccc(C(=O)c2ccc(-c3ccccc3)cc2)cc1,-23%,-1
O=C(CCc1cc(Cl)no1)N(CCS(=O)(=O)N1CCOCC1)Cc1ccccn1,7.9µM*,8
COc1cc(NC(=O)N2CCC(NS(=O)(=O)c3ccc(Cl)cc3)CC2)cc(OC)c1,-1%,10
CCOc1ccc(-c2nc3ccccc3c(C(=O)O)c2C)cc1,?,11
COC(=O)c1ccc(CNC(=O)CCc2ncc(-c3ccccc3F)o2)cc1,-72%,-3
CCN1CCC2(CC1)Oc1ccccc1C1CC(c3ccccc3Cl)=NN12 (stereo unspecified),?,1
O=C(O)C(c1c[nH]c2cc(Br)ccc12)N1CCN(Cc2cccs2)CC1 (stereo unspecified),?,-4
CCN1C(=O)CCc2cc(NC(=O)c3cc(OC)cc(OC)c3)ccc21,?,2
CCn1cc(S(=O)(=O)N2CCN(c3ccccc3)CC2)cn1,22%,11
[O-]/[N+](=C\c1ccncc1)c1ccc(Cl)cc1,-22%,20
COc1ccc(-c2[nH]c3c(c2-c2c(-n4cccc4)n(C)c(=O)[nH]c2=O)c(=O)[nH]c(=O)n3C)cc1OC,?,10
COc1ccc(C(=O)OCc2ccc(Cl)c(Cl)c2)c(OC)c1OC,2%,8
Cc1cc(C(=O)Nc2ccc(C(=O)N(C)C)cc2)c2ccccc2n1,155%[activator],-14
CCCCC(=O)Nc1cccc(N)c1,-10%,25
Cc1ccc(CNc2nc(NCc3ccc(C)cc3)n(C(=O)c3ccco3)n2)cc1,-17%,-9
CCCn1c(-n2nc(C)cc2C)nc2c1c(=O)n(CCc1ccccc1)c(=O)n2C,11%,0
Cc1ccc(OCC(=O)Nc2ccc3oc(C)nc3c2)cc1,?,-3
Cn1c(=O)n(Cc2ccccc2)c(=O)c2c1nc(SCCO)n2Cc1ccccc1,-17%,10
CC(C)(C)c1ccc(C(=O)NNC(=O)C2CC2)cc1,-4%,3
COc1cc2c(cc1OC)-c1c(c(C(=O)NCCN(C)C)nn1-c1ccc(C)cc1)C2,0%,10
O=C(C1CCCN1S(=O)(=O)c1ccccc1)N1CCCCC1 (stereo unspecified),2%,-1
COc1ccc2c(C)c(CC(=O)Nc3cccc(Br)c3)c(=O)oc2c1OC,-5%,8
CS(=O)(=O)Oc1ccc2c(=O)c(Oc3ccccc3Br)coc2c1,-45%,4
CC(C)CCNC(=O)COc1ccc2c(-c3ccccc3)cc(=O)oc2c1,0%,7
COC(=O)c1cc(OC(=O)C(c2ccccc2)c2ccccc2)cc(C(=O)OC)c1,-1%,7
CCc1cc(C(=O)N/N=C/c2ccncc2)cs1,13%,-2
O=C1CC(c2ccc(C(F)(F)F)cc2)c2cnn(Cc3ccc4c(c3)OCO4)c2N1 (stereo unspecified),?,1
CCOC(=O)[C@]12CCC=C1N(Cc1cccc3ccccc13)C(=O)[C@H](CC(=O)NCCc1ccccc1OC)C2,-14%,-3
CC(C)(C)OC(=O)N/N=C/c1ccc(Cl)cc1Cl,-1%,-5
O=C(CSc1nc2ccccc2o1)N(Cc1ccccc1)Cc1ccco1,?,1
Cc1ccc(C)c(NC(NC(=O)C(C)C)C(Cl)(Cl)Cl)c1 (stereo unspecified),2%,-4
O=C(COC(=O)c1ccccc1O)Nc1ccccc1N1CCCC1=O,-21%,-11
COC(=O)c1cc(-c2ccco2)nc2c(C)cccc12,?,7
CCCOC(=O)Nc1ccccc1N=C1CCC/C1=C/c1ccccc1,?,2
O=C(Nc1ccc(C(F)(F)F)oc1=O)c1ccc(Cl)cc1,-44%,1
COc1ccc(-c2c(C)oc3c(C)c(OCCN4CCCCC4)ccc3c2=O)cc1,-2%,5
COc1ccc(S(N)(=O)=O)cc1NC(=O)c1[nH]c(C)c(C(C)=O)c1C,-6%,2

# Four of the entries above in order of the 12-LOX inh value, largest number first:
SMILES,12-LOX inh
O=S(=O)(N1CC=C(c2c[nH]c3cc(F)ccc23)CC1)N1CCCCCC1,16µM*
CC1CCN(C(=O)C(=O)N2CCN(c3nc(-c4ccco4)c4c(c3C#N)CC(C)(C)OC4)CC2)CC1,14µM*
O=C(CCc1cc(Cl)no1)N(CCS(=O)(=O)N1CCOCC1)Cc1ccccn1,7.9µM*
c1cncc(-c2[nH]ncc2CNCc2cccs2)c1,7.1µM*

# Later entries
SMILES,12-LOX inh,LDHA block
COc1cc(C(=O)N2CCN(C(=O)OC(C)(C)C)CC2)ccc1OCc1ccccc1,-21%,0
CCC(C)NC(=O)CCc1ccc(C#N)cc1 (stereo unspecified),?,-2
CCOc1ccc(Oc2ccc(NC(=O)C3=NN(C4CCS(=O)(=O)C4)C(=O)CC3)cc2)cc1 (stereo unspecified),7%,-18
CCc1ccc(OCC(=O)N(CC#N)C2CC2)cc1,?,-3
COc1cc2oc(=O)c(CC(=O)NCc3ccc4c(c3)OCO4)c(C)c2cc1Cl,0%,6
CCCCOc1ccc(NC(=O)COc2ccccc2C)c2cccnc12,8%,26
CC1CCCN(c2nc3c(c(=O)n(C)c(=O)n3C)n2CC(=O)c2ccc(Br)cc2)C1 (stereo unspecified),-56%,0
C/C(=N/Nc1ccc(S(N)(=O)=O)cc1[N+](=O)[O-])c1ccc(Cl)c(Cl)c1Cl,?,-14
COC(=O)[C@]12CCCCC=C1N(CCc1ccc(OC)c(OC)c1)C(=O)[C@H](CC(=O)NCc1cccc3ccccc13)C2,-8%,0
COc1ccc(CNC(=O)Nc2ccc(F)cc2)cc1OC,8%,-2
CNC(=O)COc1ccc(C(=O)c2ccc(F)cc2)cc1,?,3
O=c1c2ccccc2c(-c2ccccc2)nn1Cc1nc(-c2ccc(Br)cc2)no1,-41%,-2
Cc1ccc(C)c(CN2CCC(CNC(=O)CCc3nnc4ccc(N5CCOCC5)nn34)CC2)c1,103%[activator],5
Cc1ccc(-c2nn3c(=O)c(NC(=O)c4ccccc4C)cnc3o2)cc1,-36%,-3
CCc1nn2c(=O)cc(CN(CC)CC)nc2s1,20%,-5
CC1(C)CC(Nc2nccc(C(F)(F)F)n2)CC(C)(C)N1,-26%,0
CN(CC(=O)NC1CCCCNC1=O)Cc1ccc(Br)cc1 (stereo unspecified),59%[activator],1
Cn1cnnc1Sc1nc2c(c(=O)n(C)c(=O)n2C)n1Cc1ccc(F)cc1,11%,-8
Cn1nnnc1-c1cccc(NS(=O)(=O)c2ccccc2)c1,?,7
COCCn1c(SCc2nc(C(C)(C)C)no2)nc2sc(C)c(C)c2c1=O,-7%,2
CCC(C)N(CC(=O)Nc1cccc(C)c1C)C(=O)CN1CCCC(C(F)(F)F)C1 (stereo unspecified),5%,1
Cc1cc(C)cc(Nc2nc(N3CCOCC3)nc3c2cnn3-c2ccccc2)c1,-42%,-13
c1ccc(-c2nc(CSc3nnnn3C3CCCCC3)co2)cc1,1%,-2
O=C(CSc1nnc2ccccn12)N1CCN(S(=O)(=O)c2ccccc2)CC1,-6%,0
